Source: PubChem BioAssay (The Scripps Research Institute Molecular Screening Center)
PAD4 FP inh – inhibitors of human PAD4 | Q9UM07 | recombinant PAD4, RCA probe fluorescence polarization | inhibition, % at 6.36 µM | 330,000 tested, 0.41% active;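 active = percent inhibition above a cutoff equal to the mean of all tested compounds plus 3 SD, cut at about 15% in these data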;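 note: 0% = PAD4 with RCA probe and DMSO and 100% = probe without PAD4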
PREPL inh – inhibits the human prolyl oligopeptidase-like enzyme; Q4J6C6; recombinant PREPL, fluorescence polarization activity-based probe; inhibition, % at 5.96 µM; 320,000 tested, 0.68% active; in the data active = inhibition above about 43%;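 note: 0% = enzyme with DMSO and 100% = wells lacking enzyme; many of its hits are not listed in these tables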
LYPLA1 counter – LYPLA1 (human) inhibition in PME1 counter-screen. recombinant LYPLA1, FP-Rh probe fluorescence polarization. O75608. 320,000 tested, 0.16% active. inhibition, % at 5.9 µM;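 active = inhibition above the mean of all tested compounds plus 3 SD, set per campaign, cut at about 14% in these data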;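 note: inhibitors block serine hydrolase probe labeling of LYPLA1 so polarization falls; 0% = enzyme with DMSO and 100% = wells lacking LYPLA1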
LYPLA2 counter – blocks human lysophospholipase 2, a PME1 counter-screen | recombinant LYPLA2, FP-Rh probe fluorescence polarization | 320,000 tested, 0.38% active | inhibition, % at 5.9 µM | AID 2177 | O95372;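 active = inhibition above the screen-wide mean plus 3 SD, limit set per campaign, cut at about 26% in these data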;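 note: 0% = LYPLA2 with DMSO and 100% = wells lacking LYPLA2 enzyme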
PAFAH1B3 FP inh – inhibitors of human PAFAH1B3. AID 492972. inhibition, % at 3.39 µM. recombinant PAFAH1B3, FP-rhodamine probe, fluorescence polarization. 340,000 tested, 0.28% active;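 active = inhibition above the screen-wide average of all tested compounds plus 3 SD, cut at about 25% in these data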;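 note: 0% = enzyme with DMSO only and 100% = wells lacking PAFAH1B3 protein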
Target sequence (Q15102 whole entry, looked up): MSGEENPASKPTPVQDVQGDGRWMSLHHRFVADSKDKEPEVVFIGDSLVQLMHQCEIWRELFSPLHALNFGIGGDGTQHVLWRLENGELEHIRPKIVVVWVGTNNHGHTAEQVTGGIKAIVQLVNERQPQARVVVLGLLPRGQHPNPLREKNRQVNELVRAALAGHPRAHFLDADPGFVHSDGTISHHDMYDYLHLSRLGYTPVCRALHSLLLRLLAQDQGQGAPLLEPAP
PAFAH2 FP inh – inhibitors of human PAFAH2 | Q99487 | recombinant PAFAH2, FP-rhodamine activity probe, fluorescence polarization | inhibition, % at 3.39 µM | 340,000 tested, 0.99% active | AID 492956;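 active = inhibition above the mean over all tested compounds plus 3 SD, cut at about 30% in these data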;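 note: inhibitors block probe labeling of enzyme so polarization drops; 0% = enzyme with DMSO and 100% = wells lacking PAFAH2 protein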
pPAFAH FP inh – pPAFAH (human) enzyme inhibition; inhibition, % at 3.39 µM; 330,000 tested, 1.5% active; recombinant pPAFAH, FP-rhodamine probe fluorescence polarization; AID 463082;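 active = inhibition above the mean inhibition across the screen plus 3 SD, cut at about 25% in these data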;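 note: inhibitors block binding of the rhodamine activity-based probe so polarization drops; 0% = enzyme with DMSO and 100% = wells lacking pPAFAH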
Target sequence (Q13093 whole entry, looked up): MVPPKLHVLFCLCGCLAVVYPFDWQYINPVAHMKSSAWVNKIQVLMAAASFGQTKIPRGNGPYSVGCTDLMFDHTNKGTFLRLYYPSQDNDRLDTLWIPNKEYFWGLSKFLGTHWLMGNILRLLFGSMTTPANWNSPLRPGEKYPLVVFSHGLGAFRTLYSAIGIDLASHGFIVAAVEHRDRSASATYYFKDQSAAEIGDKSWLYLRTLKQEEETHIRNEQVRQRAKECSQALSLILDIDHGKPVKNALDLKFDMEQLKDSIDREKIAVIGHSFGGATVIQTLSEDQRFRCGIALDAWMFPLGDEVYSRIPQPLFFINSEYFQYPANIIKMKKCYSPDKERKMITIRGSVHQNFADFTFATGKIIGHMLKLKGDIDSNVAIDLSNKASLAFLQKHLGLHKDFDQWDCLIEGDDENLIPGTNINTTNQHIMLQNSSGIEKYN
GSTO1 counter – GSTO1 inhibition, counter-screen for RBBP9 inhibitors | P78417 | recombinant GSTO1, activity-based probe fluorescence polarization | inhibition, % at 5.96 µM | 300,000 tested, 1.1% active | AID 1974;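 active = inhibition above the campaign mean inhibition plus 3 SD, cut at about 35% in these data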;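 note: 0% = GSTO1-1 with DMSO and 100% = wells lacking GSTO1-1 enzyme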
PAFAH1B2 FP inh – blocks human PAF acetylhydrolase 1b catalytic subunit 2 | recombinant PAFAH1B2, FP-rhodamine activity probe, fluorescence polarization | inhibition, % at 3.39 µM | 340,000 tested, 1.2% active | AID 492953;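 active = inhibition above the mean of all tested compounds plus 3 SD, cut at about 24% in these data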;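 note: 0% = enzyme with DMSO and 100% = wells lacking PAFAH1B2; many of its hits are not listed in these tables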
Target sequence (P68402 whole entry, looked up): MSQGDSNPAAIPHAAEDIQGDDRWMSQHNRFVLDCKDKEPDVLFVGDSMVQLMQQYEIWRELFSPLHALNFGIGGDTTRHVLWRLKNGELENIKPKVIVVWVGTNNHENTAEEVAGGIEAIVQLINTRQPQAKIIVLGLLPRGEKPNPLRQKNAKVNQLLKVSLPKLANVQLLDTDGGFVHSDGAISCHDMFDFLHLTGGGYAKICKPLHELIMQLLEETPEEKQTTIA
An asterisk follows results filed as active; · = no result given. Only part of the results is shown (hit frequency here may not be typical).

SMILES	PAD4 FP inh	PREPL inh	LYPLA1 counter	LYPLA2 counter	PAFAH1B3 FP inh	PAFAH2 FP inh	pPAFAH FP inh	GSTO1 counter	PAFAH1B2 FP inh
O=C(COC(=O)c1cnccn1)N=c1sccn1Cc1ccccc1Cl	0.1	-6.1	-0.1	1.4	-4.2	0.8	9.3	2.0	-0.8
COc1cccc(Cn2c(=O)c3[nH]cnc3n(-c3ccccc3C)c2=O)c1	4.0	-5.9	-0.9	5.1	7.0	3.4	-1.1	6.2	7.1
CCOc1ccccc1NC(=O)c1cccc(S(=O)(=O)N(Cc2ccccc2)c2ccccc2OC)c1	-3.5	-3.8	-3.6	3.7	-4.0	-9.1	1.6	-4.8	-4.6
COc1cc2[nH]c(=S)n(C3CCN(Cc4ccccc4)CC3)c(=O)c2cc1OC	2.5	19.8	1.3	5.1	4.7	4.5	5.5	2.3	0.0
O=C(/C=C\c1ccccc1OC(=O)c1ccccc1F)c1cc2ccccc2o1	-1.0	-32.1	-13.7	-18.1	4.7	-11.7	6.3	-26.7	-2.4
Cc1ccc(OCC(=O)OC(C)C(=O)NC2CCCCC2C)cc1C (configuration not stated)	-1.7	17.2	0.3	-0.4	3.2	2.2	7.1	·	-1.2
Nc1nc2ccccc2nc1N1CCCC1	1.3	0.9	3.0	-5.3	10.9	-1.1	3.8	1.7	7.5
O=C(COc1ccc(Oc2ccccc2)cc1)NCc1cn2ccccc2n1	3.0	-16.0	-1.1	-5.3	1.3	1.4	11.1	8.6	6.2
Cc1ccc(S(=O)(=O)N(CC(O)CN2CCCCC2)c2cccc([N+](=O)[O-])c2)cc1 (configuration not stated)	-2.1	-34.5	4.1	3.0	-4.0	1.7	0.8	1.8	-7.8
Cc1cc(C)cc(OCC(=O)Nc2ccc(S(=O)(=O)Nc3ccccn3)cc2)c1	5.9	-4.3	-4.6	-0.3	3.4	-3.7	4.6	-6.0	-0.4
CC(=O)c1c(C)[nH]c(C(=O)Nc2ccccn2)c1C	-3.8	-1.7	-4.6	-6.3	14.9	0.9	7.1	3.0	2.8
Cc1ccc(NC(=O)Cc2nc(CN(C)CC(=O)Nc3ccc(C)cc3)cs2)cc1	-4.5	-2.3	-1.3	4.9	4.6	31.1*	14.0	·	8.7
CCn1c(C)nc2cc(S(=O)(=O)N3CCCCC3)ccc21	-0.2	-5.5	-2.5	5.1	14.9	0.6	-0.4	3.7	6.0
CCOC(=O)c1sc(Nc2nc3c(F)cccc3s2)cc1C	-2.4	14.5	-3.0	0.8	8.0	-4.0	2.3	-0.5	0.5
O=c1cc2c(nn1Cc1ccc(F)cc1)-c1ccccc1CC2	-3.3	-2.8	0.1	8.1	6.5	3.5	1.6	-1.1	4.8
CCOC(=O)C(NC(C)=O)(N1CCc2ccccc2C1)C(F)(F)F (configuration not stated)	-4.3	0.1	0.8	5.2	5.0	0.1	-0.9	6.0	1.5
Cc1cc(C)c(C(=O)COC(=O)c2ccc(NC(=O)CC#N)cc2)cc1C	-8.5	-13.4	-19.9	-7.7	-8.6	-22.8	24.9*	-32.1	-13.4
CSCC[C@H](NC(=O)CCn1nnc2ccccc2c1=O)C(=O)O	-1.1	3.0	1.7	7.2	2.6	-2.7	3.5	-9.7	4.7
CCCc1cc(-c2[nH]ncc2-c2ccc(C(=O)OCC)o2)c(O)cc1O	-2.4	17.9	-5.9	-6.8	12.6	8.7	14.1	5.2	3.5
O=C(c1ccco1)N1N=C(c2ccncc2)CC1(O)C(F)(F)F (configuration not stated)	-4.5	-4.7	1.7	-3.2	13.0	-3.8	-6.2	1.6	1.6
CC1=NCCN1S(=O)(=O)c1cccc([N+](=O)[O-])c1	-2.5	0.9	0.6	4.2	8.8	-2.9	5.5	3.4	4.0
S=c1[nH]c(-c2ccc(Br)cc2)cn1CCc1ccccc1	1.1	3.1	-2.8	2.8	7.1	9.6	4.0	-6.9	2.8
CCn1cc(C(=O)OCC(=O)OC2CC(C)CCC2C(C)C)c(=O)c2ccc(C)nc21 (configuration not stated)	-0.8	-3.3	-1.8	-2.5	2.2	3.5	1.6	-1.6	14.1
COc1cccc(NC(=O)CSc2nc3c(oc4ccccc43)c(=O)[nH]2)c1	-3.9	12.6	0.8	1.8	11.1	1.4	-5.7	-38.0	-1.9
CCOC(=O)N1CCN(c2nc3ccccn3c(=O)c2C=O)CC1	-7.1	-2.2	-1.3	-8.2	0.8	7.4	5.8	1.7	-3.0
Cc1cc(=O)n2[nH]c(N)c(N=Nc3ccccc3)c2n1	-8.7	12.8	0.6	6.9	5.1	2.8	1.8	8.1	7.8
CC(C)C[C@H](NC(=O)C1(c2ccccc2)CCN(C(=O)OC(C)(C)C)CC1)C(=O)N1CCC[C@H]1C(=O)O	-5.1	4.0	-1.4	-0.2	11.1	1.8	4.1	-1.3	3.8
Cc1sc(NC(=O)c2ccco2)c(CN2CCN(Cc3ccccc3)CC2)c1C	0.2	13.9	-0.7	14.7	7.4	4.2	8.9	2.0	3.1
O=c1[nH]c(-c2cccs2)nc2ccccc12	-0.6	-7.2	0.7	0.8	-10.1	2.5	4.2	-2.0	-2.4
C#CCOCCOCCOCCNc1nc(N2CCOCC2)nc(N2CCN(C(=O)[C@H](CCCCN)n3cc([C@@H](N)CO)nn3)CC2)n1	-4.5	-3.3	-4.2	0.8	13.9	13.1	-1.7	22.9	3.6
Cc1cccc(NC(=O)CCCNC(=O)c2ccc(Cl)cc2)n1	-0.1	3.9	-1.9	-3.6	-1.0	0.7	9.4	3.7	6.1
COc1ccc(CN(CCCN2CCOCC2)C(=O)Nc2cccc(Cl)c2)cc1OC	-3.3	6.7	-3.0	0.8	1.3	1.3	2.7	-0.8	1.2
O=C(CCCN1C(=O)/C(=C/c2cccc(Br)c2)SC1=S)NCCCN1CCOCC1	-31.3	12.8	-6.3	-1.8	6.1	8.4	-6.3	-1.6	4.3
Cc1ccc2c(Cl)cc(Cl)c(OCC(=O)OCC(=O)Nc3ccc(C#N)cc3)c2n1	-3.8	0.6	0.7	8.4	2.5	3.6	0.4	6.0	1.6
Cc1ccc(S(=O)(=O)N(CC(O)CN(C)C)c2ccccc2)cc1 (configuration not stated)	0.4	-16.4	-6.5	-13.6	1.4	0.8	-0.6	6.5	3.8
O=C(NCc1cccc(Br)c1)C1CC(c2ccccc2[N+](=O)[O-])=NO1 (configuration not stated)	0.4	-4.4	3.4	3.6	0.8	-0.2	5.5	10.8	15.2
CSc1ccccc1C(=O)C1CCCN(C(=O)NC(C)C)C1 (configuration not stated)	-3.8	0.0	0.9	1.4	2.5	-2.5	-0.5	10.6	-1.0
O=C(c1cc2nc(-c3ccco3)cc(C(F)(F)F)n2n1)N1CCN(c2ccccn2)CC1	0.5	14.2	2.7	5.2	2.8	6.2	1.1	-1.7	5.2
COc1ccccc1-c1nc(C(=O)NCC2CCCO2)cc2c1[nH]c1ccccc12 (configuration not stated)	36.7*	-0.6	-1.2	-6.8	5.3	1.4	-2.4	-16.6	6.2
Cc1nc(NC(=O)COC(=O)CNC(=O)c2ccco2)c(Cl)cc1Cl	-2.8	14.2	·	·	6.1	2.4	2.6	·	3.0
CCOC(=O)N1CCN(C(=O)CS(=O)(=O)c2cn(Cc3ccc(F)cc3)c3ccccc23)CC1	0.0	-14.9	0.8	1.7	-1.4	5.2	-1.7	4.6	5.7
CCc1cc(C(=O)OC)c(NC(=O)c2ccoc2C)s1	-4.8	14.6	-2.5	-1.3	-1.1	-1.3	-0.1	4.0	2.9
COCCNC(=O)C(c1ccc(C)o1)N(Cc1ccco1)C(=O)c1snc(C(N)=O)c1N (configuration not stated)	-2.9	0.2	1.9	-1.1	4.9	4.1	0.5	4.2	2.2
COc1cccc(C(=O)N(c2ccc(OC)cc2OC)C2C=CS(=O)(=O)C2)c1 (configuration not stated)	-2.7	9.3	-1.4	0.6	16.8	-3.2	4.0	3.6	3.0
O=S(=O)(c1ccc(Cl)cc1)N1CCNCC1	-3.2	-6.2	7.5	2.3	2.1	-3.3	0.3	3.5	7.3
COc1ccc(Cc2noc(-c3ccc([N+](=O)[O-])cc3)n2)cc1OC	-5.1	10.2	5.5	1.7	9.6	3.6	4.1	-5.5	-2.3
O=C(Nc1ccc(F)cc1)Nc1nnc(COc2ccccc2F)s1	1.8	-14.7	-18.7	-33.5	-23.4	-33.0	-36.5	-12.8	-9.2
Cc1cc(C)n(-c2nnc(C)n2N)n1	0.1	-2.3	0.4	4.9	-1.5	-0.8	2.8	5.4	0.4
CN1CC(=O)Nc2ccc([N+](=O)[O-])cc2C1=O	-2.7	-4.1	-1.3	-3.0	6.7	15.1	1.9	0.5	6.5
O=C(COC(=O)c1ccc(Cl)c(S(=O)(=O)N2CCOCC2)c1)NCc1ccco1	-1.4	4.5	2.6	9.7	0.5	4.8	9.1	-0.1	-4.0
O=C(c1ccncc1)N1CCN(S(=O)(=O)c2ccc(OC(F)(F)F)cc2)CC1	-3.2	-27.9	·	·	5.3	3.1	-3.1	·	3.1
Cc1cc(NC(=O)CSc2ncccn2)no1	1.8	12.3	-5.2	-1.0	15.0	3.3	-3.3	-1.1	3.8
Cc1cc(C(=O)N2CCCCCC2)cs1	0.1	5.1	-3.6	10.6	-2.3	-4.3	4.1	0.9	2.6
O=C(CCCOc1ccccc1)Nc1ccncc1	1.7	-34.5	3.8	3.4	2.1	-8.9	0.9	-0.1	2.0
COc1ccc(-n2c(SCC(=O)C(C)(C)C)nc3ccsc3c2=O)cc1	3.3	17.6	0.5	4.7	-1.1	5.5	2.6	2.3	1.7
CC1CC(=O)c2cnc(N)nc2C1 (configuration not stated)	-1.5	7.0	-1.2	2.5	12.1	6.4	0.8	5.5	0.0
COCCSc1nnc(NC(=O)C2CC(=O)N(c3ccccc3)C2)s1 (configuration not stated)	0.6	10.3	-0.4	2.1	9.4	5.0	6.9	4.3	0.2
Cc1sc(NC(=O)CN2CCCC2)nc1-c1ccc2c(c1)CCN2C(=O)c1ccc(F)cc1	-5.9	14.0	4.8	1.0	6.8	-3.5	6.1	0.8	1.9
CCn1c(=O)cc(SCC(=O)NCc2cccnc2)c2ccccc21	-1.6	9.3	1.0	1.3	4.6	0.4	1.5	3.2	3.3
Cc1cccc(-c2nc(CS(=O)CC(=O)NCCCSC3CCCCC3)c(C)o2)c1 (configuration not stated)	0.6	14.7	-1.4	2.2	4.2	0.8	9.7	-2.8	5.9
Cc1ccc(CNC(=O)C2CCCN(c3nc(C)cc(C)n3)C2)cc1 (configuration not stated)	-1.8	1.5	2.1	-0.6	5.2	-2.9	2.3	15.1	1.6
COCCCn1c(SCC(=O)Nc2ccc(C(=O)OC)cc2)nc2ccccc2c1=O	-0.2	-2.6	-1.1	-3.3	2.1	-5.4	1.9	-3.4	0.1

Limited to PAFAH1B3 FP inh and GSTO1 counter (three entries from above):
compound	PAFAH1B3 FP inh	GSTO1 counter
O=C(Nc1ccc(F)cc1)Nc1nnc(COc2ccccc2F)s1	-23.4	-12.8
CCOC(=O)N1CCN(C(=O)CS(=O)(=O)c2cn(Cc3ccc(F)cc3)c3ccccc23)CC1	-1.4	4.6
Cc1cc(C)n(-c2nnc(C)n2N)n1	-1.5	5.4
